TRHR ag = TRH receptor (human) agonism; hit rate 0.18% among 360,000; P34981; TRHR cells, calcium flux fluo-8, FDSS agonist mode; activation, % at 2 µM; in the data active = activation above about 30%; note: 0% is about no effect
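Agonist-mode FDSS calcium read (Ex 480/Em 530, 1 s cycles) in 1536-well TRHR cells with fluo-8 dye, after 10-cycle baseline and 23 nL compound addition; TRH at EC20 (10 nM final) added afterwards for the enhancer phase.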
TrxR1 inh = blocks rat thioredoxin reductase 1; recombinant rTrxR1, NADPH fluorescence consumption, selenite substrate; hit rate 1% among 390,000; Potency, µM (top dose mostly 114 µM), for inactives: at the highest dose activity change, negative = inhibition, actives largely listed as inhibitors; O89049; note: potency is the fitted concentration of half-maximal effect; % is set by controls: 0 for no effect and ±100 for the full control effect; nearly all actives have a fitted effect of over 65% in size
Target sequence (O89049 whole entry, looked up): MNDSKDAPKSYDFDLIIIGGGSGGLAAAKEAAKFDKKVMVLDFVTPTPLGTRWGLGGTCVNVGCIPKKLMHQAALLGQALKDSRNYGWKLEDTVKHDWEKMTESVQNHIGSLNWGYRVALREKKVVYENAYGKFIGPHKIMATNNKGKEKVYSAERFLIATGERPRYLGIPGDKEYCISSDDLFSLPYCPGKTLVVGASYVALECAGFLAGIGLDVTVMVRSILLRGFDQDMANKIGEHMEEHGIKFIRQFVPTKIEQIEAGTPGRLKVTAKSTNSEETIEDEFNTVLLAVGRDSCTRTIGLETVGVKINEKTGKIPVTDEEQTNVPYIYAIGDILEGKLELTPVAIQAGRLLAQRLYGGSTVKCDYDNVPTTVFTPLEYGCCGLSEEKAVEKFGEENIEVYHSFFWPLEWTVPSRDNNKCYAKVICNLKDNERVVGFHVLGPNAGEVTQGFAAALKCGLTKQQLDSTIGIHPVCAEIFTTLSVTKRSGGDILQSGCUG
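Rat TrxR1 (90 nM in the dispensed reagent) was pre-reduced with 400 uM NADPH for 5 min at room temperature, then incubated with compound for 15 min. After 400 uM selenite was added, NADPH fluorescence (Ex 340/Em 450 nm) was followed for 8 min.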
D2 ag = agonists of human D2 dopamine receptor | hit rate 0.53% among 340,000 | HEK293 T-REx D2 cells, calcium flux agonist mode | P14416 | activation, % at 2 µM;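 active = activation over 3 SD above normal in the single-dose calcium agonist read, cut at about 30% in these data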; note: 0% is about no effect
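Calcium-flux readout, 1 cycle/sec over 180 s following compound pin transfer, in inducible HEK293 Trex D2 cells (force-coupled); dopamine controls included. Positive calcium responses during this window marked compounds as potential agonists.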
TrxR1 substrate = substrates of rat thioredoxin reductase 1. purified TrxR1 substrate turnover, NADPH consumption readout. Potency, µM (titrated, usually from 114 µM), without a hit: top-dose activity change, negative = substrate turnover. hit rate 0.01% among 390,000; note: potency is the fitted concentration of half-maximal effect; % is set by controls: 0 for no effect and ±100 for the full control effect; nearly all actives have a fitted effect of over 50% in size
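Rat TrxR1, dispensed at 90 nM, was prereduced with 400 uM NADPH (final) for 5 min at ~22 deg C, then incubated with compound 15 min before 400 uM selenite. A first-read NADPH fluorescence drop versus no-compound background flagged substrates.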
D2 antagonist = antagonists of human D2 dopamine receptor. P14416. HEK293 TREx D2 cells, calcium flux, dopamine EC80. inhibition, % at 10 µM. hit rate 2% among 340,000. AID 485344; in the data active = inhibition above about 30%; note: 0% is about no effect
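Calcium mobilization kinetics were recorded at 1 s intervals in tetracycline-induced HEK293 T-REx D2 cells, first for 180 s after compound addition and then 180 s after EC80 dopamine.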
PI4K2A inh = blocks human PI4K2A kinase activity; Q9BTU6; purified PI4K2A, ADP-Glo luminescence, 1 h; active compounds read low; activity change, negative = inhibition, % at 76.9 µM; hit rate 0.13% among 420,000; AID 1346378; in the data active = activity change below about -50%; inconclusive = mostly about -30% to -49%;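 note: -100% = wells without enzyme as full effect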
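ADP-Glo luminescence measured ADP generated by PI4K2A enzyme (4 ug/mL before mixing) with 1.2 mM PI substrate (pre-mix) and 300 microM ATP (pre-mix). Tris pH7.5 buffer with MgCl2, Triton X-100; 1 h reaction at ambient temperature.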
mIDH1 inhibitor = inhibitors of human mutant IDH1 R132H; Potency, µM (doses to about 76.6 µM), inactives show at the top dose activity change, negative = inhibition, hits mostly inhibitors; hit rate 0.093% among 390,000; IDH1-R132H enzyme, NADPH consumption, diaphorase/resazurin fluorescence; note: potency is the fitted concentration of half-maximal effect; % is set by controls: 0 for no effect and ±100 for the full control effect; nearly all actives have a fitted effect of over 65% in size
Target sequence (O75874 whole entry R132H, stated change not applied): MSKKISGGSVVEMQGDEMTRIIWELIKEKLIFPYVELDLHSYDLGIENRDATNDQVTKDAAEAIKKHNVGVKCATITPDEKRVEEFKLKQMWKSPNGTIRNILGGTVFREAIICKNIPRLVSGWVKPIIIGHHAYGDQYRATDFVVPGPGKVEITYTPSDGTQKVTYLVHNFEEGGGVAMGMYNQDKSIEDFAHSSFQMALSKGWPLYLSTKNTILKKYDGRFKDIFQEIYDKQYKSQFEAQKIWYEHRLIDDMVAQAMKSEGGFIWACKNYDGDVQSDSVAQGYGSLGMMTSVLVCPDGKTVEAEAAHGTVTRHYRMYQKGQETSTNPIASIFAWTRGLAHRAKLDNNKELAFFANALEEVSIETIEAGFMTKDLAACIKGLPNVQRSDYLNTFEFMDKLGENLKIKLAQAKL
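IDH1-R132H (0.5 ug/mL dispensed) in pH 7.5 Tris buffer was preincubated 30 min with compound, then given a substrate mix of 0.016 mM NADPH and 2 mM alpha-KG for 80 min at room temperature; remaining NADPH was read by diaphorase/resazurin fluorescence.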
USP1-UAF1 inh = USP1/UAF1 (human) deubiquitinase inhibition. Potency, µM (series often up to 57.1 µM), without a hit: at the top dose activity change, negative = inhibition, hits mostly inhibitors. AID 743255. hit rate 0.23% among 390,000. O94782. recombinant USP1/UAF1, Ub-Rhodamine cleavage fluorescence; note: potency is the fitted concentration of half-maximal effect; % is set by controls: 0 for no effect and ±100 for the full control effect; nearly all actives have a fitted effect of over 60% in size; inactives centre near -12
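Step one: compound is pinned into 1nM USP1/UAF1 in HEPES pH 7.8 buffer with TCEP. Step two: 15 min room-temperature incubation. Step three: Ub-Rho (150nM final) starts cleavage, tracked by fluorescence over six one-minute reads.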
TRHR enhancer = allosterically enhances the human TRH receptor | P34981 | TRHR cells, fluo-8 calcium fluorescence, EC20 TRH enhancement | enhancement, % at 2 µM | hit rate 0.66% among 360,000 | AID 493056; in the data active = enhancement above about 30%; note: 0% is about no effect
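TRHR-expressing cells loaded with fluo-8 calcium dye were read kinetically (ex 480/em 530) during compound addition, then stimulated with an EC20 of TRH (10 nM final). Enhancement of the Gq-mediated intracellular calcium response was scored.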
Numbers without * were called inactive; ? = inconclusive; nt = not tested or not shown; [ ] = remark or other dose. Unless noted, calls come from the whole dose curve; as a rule, active = well fitted inhibition curve with a large enough effect; inconclusive = small, poorly fitted or top-dose-only effect; inactive = no such curve, though single readings can be large or run the other way.

SMILES	TRHR ag	TrxR1 inh	D2 ag	TrxR1 substrate	D2 antagonist	PI4K2A inh	mIDH1 inhibitor	USP1-UAF1 inh	TRHR enhancer
CCN1CC(CNCc2cn(-c3ccc(OC)cc3)nc2-c2ccccc2Cl)CC1=O (stereo unspecified)	0.3	-44.7%	1.1	8.2%	5.7	0.8	-0.8%	3.0%	6.5
CNC(=O)c1cn(-c2ccc(Cl)cc2)c(=O)c2ccccc12	-0.2	13.1%[11.4 µM]	0.1	5.5%[11.4 µM]	2.3	1.6	9.5%	-14.6%	4.1
CC1CCCC(C)N1CCOc1cc(N)ccc1C#N (stereo unspecified)	nt	25.4%	nt	1.0%	nt	-3.0	2.1%	2.1%	nt
Cc1ccc(NC(=O)N2CCC(CN3CCCCC3)CC2)c(Cl)c1	0.6	-1.7%	1.2	-6.0%	nt	0.2	-9.8%	0.4%	0.5
O=C(CN(C(=O)CCC(=O)Nc1nccs1)c1cccc(F)c1)NCCc1ccccc1	-0.7	11.6%[57.1 µM]	1.4	6.3%[57.1 µM]	4.3	-0.9	-2.4%	-23.8%	0.0
Cc1occc1C(=O)N1CCCC(N2CCN(c3ccccc3F)CC2)C1 (stereo unspecified)	0.4	?	3.2	2.2%	-15.7	0.6	-4.4%	-5.4%	-0.2
O=C(CSc1nc2ccccc2[nH]1)N/N=C/c1ccncc1	-0.6	7.9%	-1.3	-0.6%	1.0	1.8	14.8%	-7.9%	-3.9
CC(C)(C)[C@H]1COC(=O)CC/C=C\C[C@H](CC(=O)N(CCO)Cc2ccccc2)C(=O)N1	nt	22.5%	nt	-0.1%	nt	-0.5	-13.9%	-6.0%	nt
CCOC(=O)c1c(C)oc2c1c(C(c1ccccc1)N1CCOCC1)c(O)c1ccccc12 (stereo unspecified)	-0.8	-18.1%[57.1 µM]	-1.6	2.2%[57.1 µM]	57.4*	15.3	0.6%	-11.1%	3.5
COc1cc(C=O)ccc1OC(=O)N1CCOCC1	0.5	4.5%	1.5	0.9%	-10.7	7.7	2.3%	-7.3%	1.9
COc1cccc(C2CC(c3ccc(C(C)C)cc3)n3nc(N)nc3N2)c1 (stereo unspecified)	0.7	14.3%[57.1 µM]	nt	0.3%[57.1 µM]	nt	1.2	0.0%	-15.1%	-0.7
COc1ccc(OC)c(S(=O)(=O)Nc2ccc(F)cc2)c1	0.5	3.4%[57.1 µM]	0.4	2.2%[57.1 µM]	14.3	6.5	1.2%	-13.1%	5.6
O=C(Nc1ccc(Cl)cc1)Nc1ccc(S(=O)(=O)Nc2ncccn2)cc1	0.1	25.6%	1.1	3.6%	6.6	-7.5	1.7%	-24.3%	0.3
Cc1cc(NC(=O)COC(=O)/C=C/c2ccc(C)o2)no1	nt	-12.2%	nt	-4.3%	nt	-1.3	-9.2%	-21.7%	nt
O=C(Oc1ccc(Br)cc1C(=S)N1CCOCC1)c1ccc(F)cc1	1.8	18.4%	-0.5	-0.1%	10.3	3.1	12.4%	-19.7%	5.6
CC1CCCCN1c1cc2c(cc1F)c(=O)c(S(=O)(=O)c1ccccc1)cn2Cc1ccccc1 (stereo unspecified)	-0.7	32.2%[activator]	-1.0	91.9%[activator]	nt	2.0	-7.1%	-3.6%	9.0
O=C(C1CCCC1)N1CCN(S(=O)(=O)c2ccc(F)c(F)c2F)CC1	0.8	8.6%	1.8	-1.8%	-16.2	-1.9	5.3%	-16.7%	-6.5
O=C(NCCc1ccc(Cl)cc1)c1ccc(CSCc2ccccc2Cl)o1	2.4	9.7%[57.1 µM]	1.5	-0.7%[57.1 µM]	nt	-0.3	8.0%	-16.8%	-3.9
Cc1ccnc(NS(=O)(=O)c2ccc3c(c2)CCO3)c1	0.0	nt	0.3	nt	-4.9	nt	nt	nt	-2.0
O=C(c1ccccc1F)N1CCN(C(=O)C(c2ccccc2)c2ccccc2)CC1	-0.2	7.1%[57.1 µM]	-0.8	-1.7%[57.1 µM]	-4.3	-0.4	-12.8%	-0.7%	6.0
Cc1cc(C)c(NC(=O)c2cc(S(=O)(=O)N3CCCC3)cn2C)c(C)c1	-0.3	-4.8%[57.1 µM]	0.3	-3.5%[57.1 µM]	nt	3.5	-4.1%	-3.5%	4.0
Cc1ccc2cc(C#N)c(NCc3ccccc3)nc2c1	-0.1	29.2%[57.1 µM]	1.3	7.0%[57.1 µM]	-8.0	1.4	-5.1%	-10.7%	7.8
COc1ccc(N(Cc2ccccc2)S(=O)(=O)c2cccc(C(=O)O)c2)cc1	0.8	19.2%	0.1	-1.0%	-23.8	0.0	-9.2%	-17.1%	0.5
CC1CCN(S(=O)(=O)c2cnc(Cl)c(Br)c2)CC1	-0.7	3.5%	-1.0	3.4%	5.8	3.9	1.6%	-1.3%	4.1
O=C1c2ccccc2CN1CCNS(=O)(=O)c1ccc2ccccc2c1	-1.2	0.1%	-1.1	-2.5%	19.2	-3.2	1.2%	-11.1%	-5.4
CC(=O)N1Cc2ccccc2C(C)CC12CCCCC2 (stereo unspecified)	0.3	8.9%	0.0	2.2%	-12.0	5.1	5.6%	-11.4%	-4.0
COc1ccc(-n2c(SCC(=O)Nc3ccc4c(c3)OCO4)nnc2C(C)N2CCCCC2)cc1 (stereo unspecified)	0.8	1.4%	0.3	-0.4%	4.1	1.6	-2.4%	-10.3%	-6.7
CC(C)=C1SC(N2CCN(c3ccc(C)cc3)CC2)=NC1=O	-0.7	-9.2%	0.9	-3.2%	16.2	2.2	4.2%	-13.6%	-1.3
CCS(=O)(=O)C1=NSC2=NC(=O)/C(=C\c3ccc(OC(=O)c4ccco4)c(OC)c3)C(=N)N21	2.1	?	0.9	-15.5%	3.1	-3.1	2.6%	-21.1%	4.0
COc1ccccc1Oc1nc(-c2ccccc2)cc(C)c1S(C)(=O)=O	0.2	21.0%[57.1 µM]	0.1	-9.4%	-28.7	-4.4	-0.2%	?	-6.0
C/C(=N\NC(=O)c1cccc(S(=O)(=O)N2CCOCC2)c1)c1cc2ccccc2o1	-0.5	-2.2%	1.4	-9.0%	12.4	1.7	-18.5%	-12.0%	9.8
Cc1cc(S(=O)(=O)N2CCCC2)ccc1OCC(=O)NCc1ccccc1	-0.5	14.1%	0.9	-5.2%	-0.2	5.1	6.0%	-18.2%	-7.2
COc1ccc(C(CC(=O)c2ccc(C)cc2)C(C#N)C#N)cc1OC (stereo unspecified)	-1.1	?	-1.2	-6.8%[57.1 µM]	-3.0	5.9	-5.3%	-13.8%	-7.3
Cc1ccccc1NC(=O)Cn1cnc2c1c(=O)n(C)c(=O)n2C	1.2	-1.2%[57.1 µM]	-0.9	6.4%[57.1 µM]	-5.1	-3.7	16.1%	-6.7%	8.4
CCOc1ccccc1NC(=O)Cc1ccccc1OC	-1.3	-17.5%	-0.7	-9.6%	1.4	-2.1	7.8%	-18.7%	-2.5
O=C(Cn1c(=O)n(Cc2ccc(F)cc2)c(=O)c2sc3ccccc3c21)NCc1ccccc1Cl	1.5	19.0%	nt	7.0%	nt	2.9	3.2%	-23.5%	8.8
COc1ccccc1N1CC(C(=O)NCCC2=CCCCC2)CC1=O (stereo unspecified)	-0.1	14.7%	0.5	-2.9%	-0.2	-0.6	4.3%	-15.9%	-0.2
Cc1cccc(C)c1NC(=O)C(c1ccc(Cl)cc1Cl)N1CCCCC1 (stereo unspecified)	5.8	8.4%	4.5	-2.6%	12.3	-0.6	5.1%	-11.8%	-12.6
O=C(/C=C/c1cc(Br)ccc1O)c1ccco1	0.9	35.5µM*	2.2	-6.6%	-11.6	0.9	-10.0%	?	-2.4
COc1ccc(C(=O)Nc2nnc(SCc3cc(=O)n4cc(Cl)ccc4n3)s2)cc1	0.1	14.0%[57.1 µM]	0.0	4.6%[57.1 µM]	nt	0.0	6.1%	-3.5%	0.1
COc1ccc(CCNC(=O)COC(=O)/C=C/c2cc(OC)c(OC)c(OC)c2)cc1OC	0.1	-1.4%	-0.1	0.6%	5.3	-0.1	1.2%	-7.6%	-0.6
CCOC(=O)c1cnc2c(C)c(Cl)ccc2c1NCCc1ccccc1	1.4	11.2%	0.4	4.8%	nt	-0.5	0.5%	5.2%	-10.6
Nn1c(SCc2ccc(Br)cc2)nnc1-c1cccnc1	-0.9	3.2%	-2.5	5.4%	8.8	-20.4	10.4%	-8.8%	-8.0
COc1ccc(CC(=O)Nc2ccc(/C(C)=N/NC(=O)c3ccc(OC)cc3OC)cc2)cc1	-0.1	16.9%	0.5	4.6%	1.0	2.3	-4.3%	-11.9%	-1.2
COc1ccc2c(c1)C=C(C(=O)NCc1cc(Br)ccc1OC)CO2	-0.1	11.9%[57.1 µM]	-1.1	-4.1%[57.1 µM]	nt	2.2	-7.1%	-41.6%	-3.7
COc1ccc(/C=C/C(=O)N2c3ccccc3Sc3ccc(C(F)(F)F)cc32)cc1	0.3	13.6%[57.1 µM]	0.2	-12.3%	18.8	-2.3	1.3%	?	33.5*
Cc1ccc(-c2ccc(NC(=O)C3C4C=CC(C4)C3C(=O)O)cc2)o1 (stereo unspecified)	-0.9	22.4µM*	-0.4	-11.1%	-12.6	-4.3	-2.8%	-6.1%	5.0
COc1ccc(/C=N/S(=O)(=O)CCc2ccccc2)c(OC)c1	0.1	-8.2%	-0.5	-1.8%	0.6	3.5	1.9%	-9.2%	4.0

Just TRHR enhancer and PI4K2A inh, for three of the compounds above:
smiles | TRHR enhancer | PI4K2A inh
Cc1cccc(C)c1NC(=O)C(c1ccc(Cl)cc1Cl)N1CCCCC1 (stereo unspecified) | -12.6 | -0.6
COc1ccc(/C=C/C(=O)N2c3ccccc3Sc3ccc(C(F)(F)F)cc32)cc1 | 33.5* | -2.3
CCOC(=O)c1cnc2c(C)c(Cl)ccc2c1NCCc1ccccc1 | -10.6 | -0.5

Source: PubChem
